High-throughput results from PubChem.
H37Rv inhibition = M. tuberculosis growth inhibition, HTS (AID 449762) | M. tuberculosis H37Rv growth inhibition, 7H9 media; higher % means a stronger effect | one-dose inhibition, % at 25 µM; IC50 in µM for titrated hits | 330,000 compounds, 0.59% hits; in the data active = a potency from the dose series; inconclusive = inhibition above about 70% without an active follow-up result;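 also: bacterial growth assessed after seven days of incubation; strong numbers were not always called active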
VEEV TC-83 Vero = inhibitors of VEEV TC-83 cytopathic effect, confirmation, Vero cells (AID 588727); Vero cells, VEEV TC-83 cytopathic effect inhibition; higher % means a stronger effect; 350,000 compounds, 0.13% hits; one-dose inhibition, % at 20 µM; IC50 in µM for titrated hits; in the data active = a potency from the dose series; inconclusive = inhibition mostly from about 14% at the one dose, without a potency; inactive = the rest, 99 in 100 with inhibition below about 12%; also: strong numbers were not always called active
influenza NS1A = H1N1 influenza NS1A inhibitors, functional cell based assay (AID 504329); inhibition, % at 12.5 µM, or IC50 in µM where a hit was titrated; 340,000 compounds, 0.3% hits; NS1A functional cell-based assay, percent inhibition; higher % means a stronger effect; in the data active = a potency from the dose series; inconclusive = inhibition above about 27% without an active follow-up result; also: strong numbers were not always called active
tuberculosis growth = growth inhibition of non-replicating M. tuberculosis (AID 488890); Mycobacterium tuberculosis non-replicating, growth inhibition; higher % means a stronger effect; inhibition, % at 25 µM; hits with a dose series show IC50 in µM; 320,000 compounds, 0.39% hits; in the data active = a potency from the dose series; inconclusive = inhibition mostly from about 82% at the one dose, without a potency; inactive = the rest, 99 in 100 with inhibition below about 76%;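 also: plate controls were DMSO cells for no effect and high antibiotic wells for full effect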
Salmonella PhoP GFP = PhoP regulon inhibitors, Salmonella typhi PhoP promoter GFP reporter, confirmatory (AID 1850); 310,000 compounds, 0.33% hits; one-dose inhibition, % at 50 µM; IC50 in µM for titrated hits; Salmonella Typhi PhoP-promoter GFP reporter, fluorescence, 4 h; higher % means a stronger effect; in the data active = a potency from the dose series; inconclusive = inhibition mostly from about 25% at the one dose, without a potency; inactive = the rest, 99 in 100 with inhibition below about 19%;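 also: 0% = induced wells with vehicle and 100% = uninduced wells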
VEEV TC-83 Vero 10K pilot screen = further read-out of VEEV TC-83 Vero, marked with its call; inhibition, %; measured here: 10K pilot screen inhibition
* marks the source's active call; other numbers are inactive results; i = inactive; ? = inconclusive; / = no result given. Random draw from the library. Share with any hit: about 1.4%.

SMILES | H37Rv inhibition | VEEV TC-83 Vero | influenza NS1A | tuberculosis growth | Salmonella PhoP GFP | others
Cc1cc(-c2ccc(C(C)C)c(S(=O)(=O)NCCN3CCC(C)CC3)c2)on1 | -9% | 1.3% | 4% | 13% | 0%
COc1cc(-c2nc(S(=O)(=O)c3ccccc3)c(N3CCOCC3)o2)cc(OC)c1OC | 1% | 4.2% | -11% | 2% | -4%
Cc1cccc(NC(=O)CSCC(=O)Nc2ccccc2N2CCCC2)c1 | 2% | 3.8% | 2% | 51% | -5%
CCc1cc(C(=O)c2ccccc2)c(N)s1 | 14% | 1.4% | 4% | 30% | 2%
CC(=O)c1c(C)[nH]c(C(=O)CSc2nnc(-c3ccccc3)o2)c1C | -9% | 8.8% | -13% | 6% | -7%
CN(C)S(=O)(=O)c1ccc(C(=O)Nc2nnc(-c3ccc4c(c3)CCCC4)o2)cc1 | ? | 13% | -8% | ? | /
O=C(O)CCC(=O)N1N=C(c2cccs2)CC1c1cn(-c2ccccc2)nc1-c1ccccc1 (stereo not given) | -1% | 3.8% | -13% | 27% | -4%
COc1ccc(NC(=O)CCNC(=O)c2ccccc2Cl)cc1OC | 0% | 0.8% | -8% | -11% | -1%
CC1(C)N=C(c2ccc(Cl)cc2)C(=O)N1 | -3% | 0.5% | 5% | 5% | -7% | VEEV TC-83 Vero 10K pilot screen=2.1
Cc1nn(CC(=O)NCc2cccnc2)c(=O)c2ccccc12 | -7% | 0.8% | -6% | -8% | -9%
CCCNC(=O)c1ccc(Cn2c(=S)[nH]c3c([nH]c4ccc(OC)cc43)c2=O)cc1 | 16% | 7.9% | -2% | / | -7%
O=S(=O)(c1ccc(SCCOc2ccccc2Cl)nc1)N1CCCC1 | 7% | 5.9% | -5% | 59% | /
CCOC(=O)Cn1nc(NC(=O)c2ccc(C(=O)OC)cc2)cc1C | -6% | 0.2% | -6% | -3% | -5%
COc1cc(S(=O)(=O)N2CCN(c3ccccc3F)CC2)ccc1Cl | 6% | 0.1% | -7% | 3% | -7%
CCOc1ccc(NC(=O)CN(C)S(=O)(=O)c2ccc(-c3ccc(=O)[nH]n3)s2)cc1 | 7% | 3.0% | 7% | 11% | -9%
COCCN(Cc1ccccc1)C(=O)c1cc(S(=O)(=O)N2CCCCCC2)ccc1OC | -5% | 6.6% | -4% | 9% | -4%
CCSc1nc(N)nc(-c2cccs2)c1C#N | 3% | 6.6% | -1% | 10% | 4%
CC(C)C1O/C(=N/C(=O)Nc2ccc(Cl)c(Cl)c2)NC1=O (stereo not given) | ? | 0.7% | -1% | 4.8µM* | 0%
CC(C)Oc1ccccc1/C=N/n1nnnc1N | -6% | 0.3% | 6% | 0% | 4%
O=C(COC(=O)C1CCCO1)Nc1cccc(C(F)(F)F)c1 (stereo not given) | 3% | i | -13% | 19% | 4%
CC(C)C[C@H](NC(=O)[C@@H]1Cc2ccccc2CN1)C(=O)Nc1ccc(C(C)C)cc1 | 24% | 0.8% | -6% | -12% | 0%
COC(=O)c1cc(C(=O)N2CCOCC2)cc([N+](=O)[O-])c1 | 1% | i | 1% | 2% | 4%
Cc1ccc(C(=O)NCCNC(=O)COc2ccc(Cl)cc2)cn1 | 6% | i | -8% | 0% | 0%
CC(=O)NCCc1ccc(S(=O)(=O)N(C)C2CCS(=O)(=O)C2)cc1 (stereo not given) | -10% | 0.0% | 1% | -5% | -9%
Cc1oc(-c2ccccc2F)nc1CS(=O)CC(=O)NCc1ccc(Cl)cc1 (stereo not given) | -1% | 0.4% | -2% | -5% | 2%

Three compounds already listed, ordered by heavy-atom count, low to high:
SMILES | H37Rv inhibition | VEEV TC-83 Vero | influenza NS1A | tuberculosis growth | Salmonella PhoP GFP | others
CC1(C)N=C(c2ccc(Cl)cc2)C(=O)N1 | -3% | 0.5% | 5% | 5% | -7% | VEEV TC-83 Vero 10K pilot screen=2.1
CN(C)S(=O)(=O)c1ccc(C(=O)Nc2nnc(-c3ccc4c(c3)CCCC4)o2)cc1 | ? | 13% | -8% | ? | /
COc1cc(-c2nc(S(=O)(=O)c3ccccc3)c(N3CCOCC3)o2)cc(OC)c1OC | 1% | 4.2% | -11% | 2% | -4%

Back to the main list; the two compounds before the break are reprinted first.
SMILES | H37Rv inhibition | VEEV TC-83 Vero | influenza NS1A | tuberculosis growth | Salmonella PhoP GFP | others
CC(=O)NCCc1ccc(S(=O)(=O)N(C)C2CCS(=O)(=O)C2)cc1 (stereo not given) | -10% | 0.0% | 1% | -5% | -9%
Cc1oc(-c2ccccc2F)nc1CS(=O)CC(=O)NCc1ccc(Cl)cc1 (stereo not given) | -1% | 0.4% | -2% | -5% | 2%
CCOC(=O)N1CCN(C(=O)C2CCN(S(=O)(=O)c3ccc(NC(C)=O)cc3)CC2)CC1 | 3% | 0.3% | 5% | -6% | 2%
COc1ccccc1NC(=O)NCCN1CCN(c2cccc(Cl)c2)CC1 | 11% | 1.0% | 21% | -5% | -17%
CCOc1ccc(NC(=O)CN(C)C(=O)CN2C(=O)c3ccc([N+](=O)[O-])cc3C2=O)cc1OCC | / | 4.4% | 0% | / | /
COc1ccc(-n2c(SCC(=O)/C(C#N)=C(\C)N)nc3ccccc3c2=O)cc1OC | -8% | i | -9% | -3% | 13%
Cc1ccc(S(=O)(=O)NCCC(=O)NC2CCCC2)cc1 | -1% | 2.9% | -5% | -9% | 6%
COc1ccc2occ(NC(C)=O)c2c1 | -10% | 0.2% | -5% | -9% | 6%
O=C(c1ccco1)N1N=C(c2cccs2)CC1c1ccco1 (stereo not given) | 9% | i | -1% | 39% | -8%
Cn1ncc2c(O/N=C(\N)c3ccc(C(F)(F)F)cc3)ncnc21 | -3% | 24% | -16% | ? | 10%
CCN1CCN(c2nc(C)nc3c2sc(=S)n3C)CC1 | / | 0.4% | 6% | / | /
CC(=O)Nc1cccc(NC(=O)c2ccccc2OCc2c(C)noc2C)c1 | -3% | 11% | -1% | 2% | -1%
COc1cc(C(=O)N2CCN(S(=O)(=O)c3cc(C)ccc3C)CC2)ccc1OCC(=O)N1CCOCC1 | / | 4.7% | -1% | / | /
Cc1c(Cc2ccccc2)c(=O)oc2c(C)c(OCC(=O)NCC3CCC(C(=O)O)CC3)ccc12 (stereo not given) | -3% | 0.5% | -4% | -2% | -9%
CCc1ccccc1NC(=S)N(CCN1CCOCC1)C1CCN(C(C)=O)CC1 | -4% | i | 12% | -12% | 21%
CCCCN(C(=O)CSc1nnc(Nc2ccccc2)s1)c1c(N)n(CCC)c(=O)[nH]c1=O | 6% | 0.8% | -1% | 21% | -30%
COc1ccc(Cc2nnc(NC(=O)c3c(-c4ccccc4)noc3C)s2)cc1OC | ? | 4.1% | -1% | 66% | 14%
COc1ccc(C(=O)n2cnnc2N)cc1 | -6% | 0.9% | -3% | -3% | -6%
COc1ccc(NC(=O)CSc2nnnn2C2CC3C=CC2C3)cc1 (stereo not given) | 6% | 5.0% | -1% | 6% | -1%
COc1ccccc1N(CC(=O)NCCSC(C)(C)C)S(C)(=O)=O | 3% | 0.8% | -3% | -8% | 7%
O=C(CSc1cn[nH]n1)Nc1ccc(Cl)cc1Cl | 5% | 2.6% | 6% | 17% | 6%
CCOC(=O)c1sc(=NC(=O)c2ccc(Cl)s2)n(C)c1C | -7% | 0.6% | -1% | -5% | -2%
CSc1cccc(NC(=O)CN(C)S(=O)(=O)c2ccccc2)c1 | -16% | i | 2% | 0% | 10%
COc1cc(/C=C/C(=O)OCC(=O)c2ccc3c(c2)NC(=O)CO3)ccc1OC(F)F | -3% | 0.3% | -11% | 11% | /
O=C(COc1ccccc1[N+](=O)[O-])Nc1cc(Cl)ccc1C(=O)O | -2% | 1.8% | 1% | 24% | 10%
CCCCOc1ccc(C(=O)NCC(=O)NCCCn2nc(C)cc2C)cc1 | -10% | 1.7% | -4% | 19% | /
CC(=O)N1CCC(O)(c2ccc3c(c2)OCO3)CC1 | -3% | 0.5% | -9% | 0% | 3%
Following part:
SMILES | H37Rv inhibition | VEEV TC-83 Vero | influenza NS1A | tuberculosis growth | Salmonella PhoP GFP | others
OCCn1c(SCCOc2ccccc2F)nc2ccccc21 | 10% | i | 5% | 8% | -8%
S=C(NCCN1CCOCC1)Nc1ccc(Cl)cc1Cl | -3% | 0.2% | -3% | -4% | -2% | VEEV TC-83 Vero 10K pilot screen=3.2
CCOc1ccc(-n2c(O)c(/C=N/NC(=O)C3COc4ccccc4O3)c3ccccc3c2=O)cc1 (stereo not given) | 0% | 1.1% | -8% | 10% | -3%
CC(=O)Nc1cc(C(=O)N2CCC3(CC2)OCCO3)ccc1Sc1ccc(C)cc1 | -2% | 2.5% | -3% | 9% | -7%
COc1ccc(NC(=O)CSc2nnc(Cc3cccn3C)n2-c2ccc(OC)cc2)cc1 | -4% | 0.5% | -2% | -21% | 1%
C=C(C)C1CC=C(C)C(=NNC(=O)c2ccncc2)C1 (stereo not given) | / | 3.0% | 1% | / | /
COC(=O)C(NC(=O)CCC(=O)NC(C(=O)OC)c1ccccc1)c1ccccc1 (stereo not given) | -3% | 0.2% | -6% | -3% | -2%
C=CCNC(=O)c1onc(CSc2ccc(Cl)cc2)c1C(=O)O | -2% | 0.3% | 9% | 4% | 8%
Cc1cc(C)c(NC(=O)CSc2ccc(-c3cccnc3)nn2)c(C)c1 | -11% | 0.5% | -1% | 21% | 6%
O=C(c1ccccc1)N(Cc1ccc(F)cc1)C1CCS(=O)(=O)C1 (stereo not given) | -5% | 3.1% | 0% | 4% | -12%
CCCc1cc(=O)n2[nH]c(-c3ccc(C)cc3)cc2n1 | -8% | 2.4% | -18% | 10% | -4%
O=C(COc1ccccc1)NC(=S)Nc1cccc(NC(=O)c2ccccc2Cl)c1 | -12% | i | -1% | -7% | -3%
O=C1CNC(=O)/C1=C\c1ccc(O)cc1 | 2% | 1.5% | -3% | 1% | 19%
CCc1ccccc1-n1c(SCC(=O)Nc2ccc3c(c2)OCCO3)nc2[nH]ncc2c1=O | -8% | 1.2% | -2% | 1% | 5%
COCCNC(=O)C1CCN(S(=O)(=O)N2CCC3(CC2)OCCO3)CC1 | -3% | i | -9% | -3% | -3%
O=C(Cn1cnc2cc([N+](=O)[O-])ccc2c1=O)NCCc1ccc(Cl)cc1 | 1% | i | 13% | 0% | 3%
O=C(Nc1cccc(S(=O)(=O)N2CCCC2)c1)c1cccc(OC(F)F)c1 | 2% | 9.4% | -13% | 0% | 3%
COc1ccc(CC(=O)NC(C)c2ccc(S(N)(=O)=O)cc2)cc1S(=O)(=O)N1CCOCC1 (stereo not given) | -19% | 1.4% | -4% | -10% | -9%
Cn1c(-[n+]2c(-c3ccccc3)cc(-c3ccccc3)cc2-c2ccccc2)nc2c([N+](=O)[O-])cccc21 | 16% | 4.3% | 14% | 21% | 5%
Cc1nc2c(-c3ccc(F)cc3)c(C)nn2c(C)c1CCC(=O)N1CCC2(CC1)OCCO2 | 3% | 0.7% | 2% | 22% | -3%
COc1cccc(OC)c1OCCN1CCCC1 | -4% | i | 19% | -8% | 3%
COc1ccc2c(C#N)c3ccccn3c2c1 | -4% | 6.5% | -18% | -6% | -6%
Cc1ccc(NC(=O)c2cc(NC(=O)c3ccccc3C(=O)O)ccc2N2CCCCC2)cc1 | 2% | 1.8% | -4% | 27% | -5%
Cc1c(C(=O)c2ccccc2)c(=O)n(C)c(=O)n1C | -7% | 2.4% | -1% | -2% | 5%
CCN(CC)CCNc1nc(-n2nc(C)cc2C)nc2sc3c(c12)CC(C)(C)OC3 | ? | 0.6% | -15% | 51% | -13%
Remaining list, next part.
SMILES | H37Rv inhibition | VEEV TC-83 Vero | influenza NS1A | tuberculosis growth | Salmonella PhoP GFP | others
Cc1cc(S(=O)(=O)NCc2ccc(S(N)(=O)=O)cc2)c(C)s1 | -25% | i | 7% | -2% | -8%
COc1ccc(OC)c(-c2nn(-c3ccccc3)cc2C(=O)N2CCc3ccccc3C2)c1 | 5% | 6.3% | -2% | 45% | /
CCn1c(-c2ccccc2)csc1=Nc1ccc(O)cc1 | 10% | 4.4% | 19% | 64% | -12%
Cc1ccc(-n2ncc3c2CCCC3NC(=O)CSc2ccccn2)cc1C (stereo not given) | -4% | 6.7% | -3% | 7% | -3%
O=[N+]([O-])c1c(NCCO)cc(N2CCN(Cc3ccc4c(c3)OCO4)CC2)c2nonc12 | 1% | i | 3% | 20% | -2%
O=C1C2CCc3ccccc3C2N1c1ccccc1 (stereo not given) | 0% | 0.8% | 1% | 0% | /
CCOC(=O)c1ccc2nc(CCC(=O)N[C@H](C(=O)OC)C(C)C)c(=O)n(CC)c2c1 | 2% | 1.4% | -3% | 10% | 8%
O=C(NCc1ccccc1)c1cccnc1Sc1ccccc1 | -3% | 1.4% | -2% | 5% | 5%
C=C(C)Cn1c(CN(C)Cc2ccccc2)nc2c1c(=O)n(C)c(=O)n2C | 6% | i | -6% | 18% | 2%
